# CaV13 FRET inh – Disruptors of the CACNA1D IQ motif to Ca2+-dependent inactivation inhibitor domain association, primary screening, Förster resonance energy transfer in intact living … | HEK cells, CFP/YFP FRET ICDI-IQ, plate reader, 10 min; percent FRET-ratio fall versus neutral wells | inhibition, % at 12.3 µM | 340,000 compounds, 0.098% hits;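 active means mean replicate inhibition of at least 30% and at least 1% of replicates passing that level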;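 further: 0% = median of the neutral control wells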
# MC4R antag cAMP – MC4R antagonists of cAMP signaling, primary screen, cell-based, TR-FRET, antagonist arm of biased-ligand search; 360,000 compounds, 0.48% hits; MC4R-expressing cells, MTII-stimulated cAMP, LANCE TR-FRET; Melanocortin receptor 4 (Homo sapiens), P32245; inhibition, % at 6.5 µM; AID 540295, 2011;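 active means inhibition above its plate's cutoff, the mean of tested wells on that plate plus 3 SD, cut at about 29% in these data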;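 further: 0% = Melanotan II alone and 100% = Melanotan II plus saturating MCL0020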
#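 Material – human MC4R-expressing U2OS cells · Repeats – no replicates · Detection – TR-FRET with Eu-cAMP and labeled anti-cAMP, 671 nm · Times – compound 30 min, challenge 1 h, detection 1 h · Compound – single nominal compound dose of 6.5 µM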
# ABCB6 inh 2 – ABCB6 transporter inhibitors, primary screen, K562-ABCB6 cells, flow cytometry, MLPCN library. 360,000 compounds, 0.19% hits. ATP-binding cassette sub-family B member 6 (Homo sapiens), Q9NP58. fluorescence ratio to DMSO, % at 10 µM. K562-ABCB6 porphyrin accumulation, 1 h; hits give low values. AID 602162, 2011;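 active means fluorescence ratio to DMSO below 75%, the collection mean minus 3 SD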;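 further: signal is porphyrin accumulated inside mitochondria; 100% equals median channel fluorescence of DMSO control wells; lower ratio means ABCB6 inhibition with less porphyrin fluorescence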
# PDI turbidity – inhibitors of human PDI, primary screen, biochemical, turbidity, single point, plate reader; PDI insulin aggregation turbidity, A650, 90 min; inhibition, % at 10 µM; 350,000 compounds, 0.052% hits;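 active means mean inhibition across replicates of 30% or more, whatever share of single replicates reach that level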;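 further: absorbance from insulin aggregation driven by PDI reduction with DTT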
# Target sequence (P07237 whole entry, looked up): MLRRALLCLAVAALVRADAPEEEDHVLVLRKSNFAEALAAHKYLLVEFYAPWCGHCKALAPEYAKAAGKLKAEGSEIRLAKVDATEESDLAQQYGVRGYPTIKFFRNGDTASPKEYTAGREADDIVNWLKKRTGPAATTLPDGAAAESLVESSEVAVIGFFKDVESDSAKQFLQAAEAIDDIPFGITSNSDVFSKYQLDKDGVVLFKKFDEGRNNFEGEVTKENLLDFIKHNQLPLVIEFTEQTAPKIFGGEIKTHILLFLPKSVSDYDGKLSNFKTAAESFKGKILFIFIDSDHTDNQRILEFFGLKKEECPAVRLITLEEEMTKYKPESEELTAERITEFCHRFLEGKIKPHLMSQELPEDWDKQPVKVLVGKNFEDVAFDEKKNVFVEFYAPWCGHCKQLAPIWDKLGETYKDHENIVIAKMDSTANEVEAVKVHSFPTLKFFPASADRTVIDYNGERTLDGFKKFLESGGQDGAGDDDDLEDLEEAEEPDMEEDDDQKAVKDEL
# ABHD5-PLIN5 inh – ABHD5-PLIN5 interaction inhibitors, primary screen, cell lysate, split luciferase complementation, luminescence | Perilipin-5 (Homo sapiens) + 1-acylglycerol-3-phosphate O-acyltransferase ABHD5 (Homo … | Split G. princeps luciferase complementation, 4 h | inhibition, % at 4 µM | 360,000 compounds, 0.78% hits;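 active means inhibition above the mean inhibition across every tested compound plus 3 SD, cut at about 22% in these data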;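 further: 0% = DMSO only wells and the 100% control is not disclosed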
# MC4R barr agon – MC4R agonists recruiting beta-arrestin, primary screen, cell-based, luminescence, agonist arm of biased-ligand search; Melanocortin receptor 4 (Homo sapiens), P32245; U2OS MC4R beta-arrestin complementation; percent of melanotan II response, DMSO zero; activation, % at 8.9 µM; 360,000 compounds, 0.98% hits; AID 540308, 2011;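 active means activation above a per-plate cutoff, the mean activation of sample wells on that plate plus 3 SD, cut at about 8% in these data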
# Cardio protect – cardioprotection against H2O2-induced cell death, primary screen, uHTS, H9c2 cells, ATPLite luminescence; H9c2 cardiomyocytes, H2O2 injury protection, 2 h; protection from H2O2 cell death, % at 20 µM; 360,000 compounds, 0.63% hits;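 active means compounds giving at least 50% protection of heart cells from peroxide-induced death in the single-dose screen, raw or plate-pattern-corrected value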;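 further: 0% = DMSO wells with peroxide and 100% = DMSO wells without peroxide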
# HTR2A ag – mouse Htr2a agonists via beta-arrestin recruitment, primary screen, cell-based, luminescence; CHO-K1 mHTR2A beta-arrestin complementation; percent of 30 µM serotonin response; activation, % at 7.6 µM; 360,000 compounds, 0.66% hits; AID 624169, 2012;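 active means activation above a run cutoff, the mean activation of all tested compounds plus 3 SD, cut at about 14% in these data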;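 further: 0% = plate median of compound wells and 100% = 30 µM serotonin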
# Target sequence (P35363 whole entry, looked up): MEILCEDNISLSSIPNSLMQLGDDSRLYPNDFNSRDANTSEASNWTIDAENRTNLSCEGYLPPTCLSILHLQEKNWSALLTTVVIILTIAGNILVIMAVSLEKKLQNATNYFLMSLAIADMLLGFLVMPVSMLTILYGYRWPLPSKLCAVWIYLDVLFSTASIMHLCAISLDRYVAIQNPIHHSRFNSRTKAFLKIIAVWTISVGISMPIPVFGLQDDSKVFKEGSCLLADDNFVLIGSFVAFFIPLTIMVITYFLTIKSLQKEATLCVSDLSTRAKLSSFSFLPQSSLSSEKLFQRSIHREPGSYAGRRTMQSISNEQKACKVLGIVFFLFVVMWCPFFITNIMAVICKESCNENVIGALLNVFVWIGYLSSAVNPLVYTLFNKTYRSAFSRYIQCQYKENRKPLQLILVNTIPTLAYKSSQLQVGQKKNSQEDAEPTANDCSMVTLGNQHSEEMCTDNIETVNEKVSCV
# Exocytosis inh – LAMP-1 surface exposure blockers, TALL-104 cells – cell-based, flow cytometry, MLPCN library, primary screen; TALL-104 LAMP-1 surface exposure; cells stimulated with thapsigargin and PMA; inhibition, % at 10 µM; 360,000 compounds, 0.66% hits;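 active means inhibition above about 55%, limit read from the data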
# N-glyco inh – increase of ERlucT glycosylation luciferase signal, primary screen, N-linked glycosylation inhibitor project, D54 ERlucT cells, luminescence, set 2 | D54 ERlucT glycosylation luciferase reporter, 24 h; percent of 100 nM tunicamycin response | 360,000 compounds, 0.23% hits | reporter increase, % at 12.5 µM;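 active means mean luciferase reporter signal, scaled so untreated is 0 and the glycosylation-blocking control 100, at or above a set limit in every replicate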;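 further: luciferase carries N-glycosylation sites so blocking glycosylation raises the light; 0% = median of neutral control wells and 100% = median of 100 nM tunicamycin wells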
# An asterisk follows results filed as active; nt = no result given.
SMILES,CaV13 FRET inh,MC4R antag cAMP,ABCB6 inh 2,PDI turbidity,ABHD5-PLIN5 inh,MC4R barr agon,Cardio protect,HTR2A ag,Exocytosis inh,N-glyco inh
O=C(CC(=O)NC1CCCCC1)N/N=C/c1ccc(Cl)cc1,nt,-2,98,-6,-1,0.4,-12,1,-3,-1
Cc1cc(SCC(=O)c2ccc3c(c2)OCO3)nc2ccccc12,-3,11,110,5,-14,-1.8,-3,1,2,1
Cc1ccc(CN2CCSCC2)cc1,0,-1,97,9,6,0.6,-3,-4,13,0
O=C(CCNC(=O)N1CC(=O)Nc2ccccc21)NCc1ccccc1,-12,1,100,-4,-10,-1.3,2,0,0,9
O=C(Nc1ccc2nc(-c3ccco3)c(-c3ccco3)nc2c1)N1CCN(c2ccccn2)CC1,-4,-15,93,-16,20,0.9,117*,4,-6,0
O=C(COC(=O)c1ccc2ncsc2c1)Nc1ccccc1Cl,-16,1,100,-7,-13,-1.3,2,2,1,-1
NS(=O)(=O)c1cccc(NC(=O)COC(=O)c2ccccc2SCC(=O)N2CCCC2)c1,-6,8,105,6,12,0.0,0,10,-5,1
COCCCNC(=O)COc1ccc2oc3c(c2c1)CCCC3,-2,1,97,10,-1,-1.0,-3,-5,-16,0
Cc1cc(Oc2ccc(=O)n(C)n2)nc(SCCOc2ccccc2)n1,0,4,97,10,5,-1.2,1,-3,1,-1
CC1(C(=O)NS(=O)(=O)c2ccc3c(c2)CCO3)CCN1C(=O)CCc1ccc(Cl)cc1Cl (centres undefined),-7,15,81,10,-2,-1.7,-1,3,-6,2
COc1cc(OC)c(NC(=O)c2ccco2)cc1Cl,-9,-7,96,2,0,1.7,2,3,1,1
COc1ccc(NC(=O)CCCCC(=O)Nc2ccc(OC)cc2OC)c(OC)c1,-20,4,98,4,1,-1.1,-3,-1,-2,1
Cc1ccc(SCC(=O)NNC(=O)c2ccc(S(C)(=O)=O)cc2)cc1,0,4,93,3,-7,-0.2,6,-9,6,0
CCCn1c(=O)c(C(=O)NCc2cccnc2)c(O)c2ccccc21,nt,0,100,-13,-3,-1.1,8,6,0,2
O=C(CSc1nncs1)Nc1cc(-c2ccccc2)nn1-c1ccccc1,-5,18,96,0,-6,0.0,13,-2,-1,-2
Cc1cc(C)c(NC(=O)COC(=O)C2CCCCC2)c(C)c1,-5,2,99,-11,2,-4.7,8,12,12,3
C=CC[C@@H](CC(=O)N[C@H](CO)Cc1ccccc1)C(=O)N[C@H](COC(=O)[C@@H](CC=C)CC(=O)OC(C)(C)C)Cc1ccccc1,-8,12,97,3,-1,9.8*,-7,-3,-1,-6
CCCn1c(SCC(=O)c2cc(OC)ccc2OC)nc2c1c(=O)n(C)c(=O)n2C,-6,4,99,-1,-1,-2.6,2,-1,3,2
CCCCC[C@@H](C)N1C[C@@H](COCc2ccccc2)Oc2cc(N3CC[C@H](O)C3)ccc2S1(=O)=O,-11,nt,93,nt,-7,nt,nt,-1,-4,nt
CC1(C(=O)Nc2ccc3c(c2)OCCO3)CN(S(C)(=O)=O)CC(=O)N1Cc1ccco1 (centres undefined),-6,nt,nt,nt,-2,nt,nt,0,10,nt

# Two records drawn at random from those above:
SMILES,CaV13 FRET inh,MC4R antag cAMP,ABCB6 inh 2,PDI turbidity,ABHD5-PLIN5 inh,MC4R barr agon,Cardio protect,HTR2A ag,Exocytosis inh,N-glyco inh
Cc1ccc(CN2CCSCC2)cc1,0,-1,97,9,6,0.6,-3,-4,13,0
COc1cc(OC)c(NC(=O)c2ccco2)cc1Cl,-9,-7,96,2,0,1.7,2,3,1,1

# Continuation.
SMILES,CaV13 FRET inh,MC4R antag cAMP,ABCB6 inh 2,PDI turbidity,ABHD5-PLIN5 inh,MC4R barr agon,Cardio protect,HTR2A ag,Exocytosis inh,N-glyco inh
CN1CCC(N(C)S(=O)(=O)c2ccc(NC(=O)COc3cccc(C(F)(F)F)c3)cc2)CC1,-7,0,102,-1,-4,0.1,-16,-18,3,0
COc1cccc(C(=O)NC2(C(F)(F)F)N=C3SCCN3C2=O)c1 (centres undefined),-4,8,98,-7,-12,1.5,0,0,-2,3
CC1CCc2sc(NC(=O)c3ccc(N4C(=O)CCC4=O)cc3)c(C(N)=O)c2C1 (centres undefined),-2,11,96,1,0,-2.4,0,2,2,1
O=C(Nc1sc2c(c1C(=O)O)CCCCC2)c1ccco1,-3,2,95,0,-2,-1.8,-10,0,-1,-8
COc1ccccc1C(=O)NC(=O)COC(=O)c1ccc(C)o1,-6,8,101,1,11,-2.9,5,4,-5,2
O=C(Nc1ccc(F)c(Cl)c1)c1ccc2sc([C@H]3C[C@H](O)[C@@H](CO)O3)nc2c1,-5,-1,94,3,0,0.2,-3,1,1,-1
COc1ccccc1-c1cnc(C(O)c2ccc(Cl)c(Cl)c2)[nH]1 (centres undefined),-10,11,86,-4,-11,0.8,-7,1,-5,1
CCN(Cc1ccccc1)C1CCN(Cc2ccccc2)CC1,nt,11,103,0,-6,2.9,5,-4,47,1
O=C(NN=Cc1ccccc1)NN=Cc1ccccc1,-6,2,95,-1,3,-0.9,-17,-4,1,-1
COc1cccc(OC)c1/C(O)=C(\C#N)c1nc2ccccc2[nH]1,-10,-4,102,-6,-1,-1.5,12,3,0,0
COc1cccc(OC)c1OCCCN1CCOCC1,nt,-1,114,6,3,-1.6,1,2,-3,2
CCOC(=O)C1=C(C)N(c2ccc(C)cc2)C(=O)/C1=C\c1ccc(O)c(OC)c1,-5,10,93,17,18,0.4,-6,7,4,0
CCOC(=O)C(=O)NC(C)c1ccccc1 (centres undefined),-8,13,100,14,5,-3.1,-9,2,0,2
CCOc1ccc(OCC(=O)OCC(=O)Nc2ccc3[nH]c(=O)[nH]c3c2)cc1,-6,20,97,-2,9,1.8,2,-6,-1,0
Fc1cccc(F)c1-n1c(CN2CCCC2)csc1=S,7,-2,104,9,-8,0.6,-9,1,3,-3
COc1cc(/C=N/O)cc(Br)c1OC,-5,1,100,2,-11,-2.0,14,-1,-3,-3
CCOc1ccccc1-c1noc(CCC(=O)NC2CCCCC2)n1,-3,19,103,5,2,-1.1,3,2,2,1
Cc1ccc(-c2csc(NC(=O)C3CSC4(C)CCC(=O)N34)n2)cc1 (centres undefined),-5,4,91,-7,1,-1.2,-6,4,2,2
CC(C)C[C@H](NC(=O)NCc1ccccc1Cl)C(=O)O,-9,-2,96,-1,-2,-1.4,0,3,-2,1
Cc1cccc(N2CCN(CC(=O)NCC3CCCCC3)CC2)c1C,nt,4,92,7,-1,1.3,-5,-1,-1,1
COc1ccc(-c2occ(C(=O)O)c2C(=O)O)cc1,-4,13,99,3,1,-1.7,3,0,11,-1
COc1ccc(-c2nc(-n3c(C)c(C(C)=O)c(C(C)=O)c3C)sc2C)cc1OC,-6,-4,97,11,-6,-3.1,0,2,0,2
NCCCCC(=O)O,-5,2,103,1,1,-0.6,-1,10,-3,-4
O=C1CCC(C(=O)Nc2ccc(OC(F)F)cc2)N1 (centres undefined),-4,12,100,-5,0,-0.3,2,2,0,4
O=C(Nc1cccc(-n2cccn2)c1)C1CCCN(Cc2ccc(C#CCCO)cc2)C1 (centres undefined),-6,18,97,5,6,-2.3,2,-11,1,-3
NS(=O)(=O)c1ccc(N=Nc2ccc(O)c3ncccc23)cc1,-4,1,98,2,24*,-4.0,21,-13,3,1
COc1ccc(CN(C)S(=O)(=O)c2nnc(NC(=O)c3cccc(C)c3)s2)cc1OC,-5,11,103,9,-2,-0.6,0,0,4,1
CCN1CCN(S(=O)(=O)c2ccc3[nH]c(=O)oc3c2)CC1,-6,4,101,1,-3,-1.1,-1,-2,-2,2
CC(NCC(=O)Nc1ccccc1C(=O)NC1CC1)c1cccc(C(F)(F)F)c1 (centres undefined),-5,6,101,-3,1,-0.5,-10,-1,3,-1
O=C(C#Cc1ccccc1)NCc1ccccc1F,0,-1,98,10,12,0.9,-4,3,-6,-5
CC1C=CCC2C(=O)N(c3ccccc3OC(=O)c3cccs3)C(=O)C12 (centres undefined),-3,2,99,1,-7,-1.8,7,0,5,1
CCN(CC)c1ccc(CNc2nc3ccccc3n2CCN2CCCCC2)cc1,-5,3,90,1,1,-3.6,-21,-8,9,-9
Cc1cc(SCC(=O)Nc2cccc(S(=O)(=O)NC3=NCCCCC3)c2)c(C)cc1Br,-2,4,100,12,-6,1.0,-6,-5,-2,-2
CC(=O)NCCc1ccc(S(=O)(=O)Nc2ccc(NC(=O)c3ccc(F)cc3)cc2)cc1,-1,15,103,2,0,-0.1,0,-6,6,-2
COc1ccc(S(=O)(=O)N2CC(C)N(C(=O)N3CCOCC3)C2)cc1 (centres undefined),-17,-1,100,1,5,0.4,11,7,-16,2
CCOC(=O)c1cnc(N2CCN(C(=O)OCC)CC2)[nH]c1=O,-7,9,99,10,3,-0.8,6,1,-4,3
O=C(c1ccco1)N1N=C(c2cccs2)CC1c1ccc(F)cc1 (centres undefined),-5,4,95,-5,1,-2.1,7,0,31,-1
C=C(C)Cn1c(=O)c2c(nc3n2CCN3c2cccc(Cl)c2C)n(C)c1=O,-3,9,109,-3,3,-0.6,10,-1,0,2
C=CCNC(=O)C1CC2Cn3c(nc4cc5ccccc5cc43)C2N1C (centres undefined),-10,0,94,4,7,0.7,16,2,4,1
O=C(NC1CCCCC1)C(c1ccc(F)cc1)N(CCN1CCOCC1)C(=O)c1ccc(-c2ccccc2)[nH]1 (centres undefined),-2,3,99,-5,1,-0.3,4,0,-3,0
CC(=O)Nc1ccccc1-c1nc2ccccc2nc1OCC(=O)c1ccc(Cl)cc1,-5,0,101,-1,-5,-1.6,0,0,-10,5
Cc1c(CC(=O)NCCCC(=O)O)c(=O)oc2cc3c(cc12)CCC(C)(C)O3,-1,10,100,-2,-1,-2.1,0,-3,20,1
c1ccc(CCNCc2cccs2)nc1,-3,5,97,14,-8,-1.4,1,8,-3,0
O=C(COc1cc2oc(=O)c3c(c2cc1Cl)CCC3)NCCCN1CCCC1=O,-7,8,100,-6,2,-0.4,5,-5,-3,2

# ABHD5-PLIN5 inh, hit marks shown above.
smiles	CaV13 FRET inh	MC4R antag cAMP	ABCB6 inh 2	PDI turbidity	ABHD5-PLIN5 inh	MC4R barr agon	HTR2A ag	Exocytosis inh	N-glyco inh
NS(=O)(=O)c1ccc(N=Nc2ccc(O)c3ncccc23)cc1	-4	1	98	2	24*	-4.0	-13	3	1

# Source: PubChem BioAssay
